HePTP inh – inhibitors of human HePTP phosphatase, primary screen, biochemical, absorbance, leukemia target; Tyrosine-protein phosphatase non-receptor type 7 (Homo sapiens), P35236; recombinant HePTP phosphatase activity, OD absorbance; inhibition, % at 20 µM; 0.64% of 110,000 active; AID 521, 2006; in the data active = inhibition above about 50%;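 note: plate controls were vehicle for no effect and reference inhibitor for full effect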
Target sequence (P35236 whole entry, looked up): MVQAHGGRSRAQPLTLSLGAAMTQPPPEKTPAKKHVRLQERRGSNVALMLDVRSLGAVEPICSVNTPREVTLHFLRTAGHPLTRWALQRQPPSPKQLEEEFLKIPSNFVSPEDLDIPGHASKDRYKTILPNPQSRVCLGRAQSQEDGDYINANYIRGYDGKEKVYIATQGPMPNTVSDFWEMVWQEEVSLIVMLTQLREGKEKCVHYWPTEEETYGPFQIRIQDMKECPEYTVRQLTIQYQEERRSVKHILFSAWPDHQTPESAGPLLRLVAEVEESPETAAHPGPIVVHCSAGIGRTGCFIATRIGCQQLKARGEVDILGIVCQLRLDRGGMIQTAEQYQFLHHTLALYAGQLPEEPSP
BAP1 block – inhibitors of BAP1 deubiquitinase, primary screen, biochemical, Ub-AMC fluorescence, kinetic; AID 436, 2006; activity remaining (% of control), % at 20 µM; recombinant BAP1, Ub-AMC hydrolysis fluorescence kinetic; stronger effect = lower value; 0.48% of 72,000 active;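 active = activity remaining at or below 50% of control, provided the compound also passes the data quality filters; inactive = the rest, including low values that fail the filters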;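 note: 100% = DMSO wells rate and 0% = substrate alone blank rate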
The depositor's hits bear a star; i = inactive; x = no result given; & = joins results of further samples.

nr	Molecule	HePTP inh	BAP1 block
1	C/C(=N\Nc1nc(C)cc(-c2ccccc2)n1)c1cccc(N)c1	-3	x
2	CSc1ccccc1NS(=O)(=O)c1ccccc1	13	86
3	CN(Cc1ccccc1)C(=O)CN(C1CCCCC1)S(C)(=O)=O	-3	130
4	Cc1ccccc1-n1c(=O)c2ccccc2n2c(=O)[nH]nc12	9	106
5	C=CCC(O)(CC=C)c1cc(-c2ccccc2)nc2ccccc12	-6	x
6	COc1ccc(C)cc1NC(=O)COCC(=O)O	0	67
7	CC1CC2(C)Oc3ccccc3C3OCC1(CO)C(C)C32 (centres undefined)	9	60
8	COc1ccc(C2(NC(C)=O)CCN(C(=O)c3ccco3)CC2)cc1	5	98
9	CC(=O)Nc1ccc(NS(=O)(=O)Cc2ccccc2)cc1	7&6	93
10	CN1C(=O)c2cccc(NC(=O)CCc3ccccc3)c2C1=O	2	100
11	O=C(CCC(=O)OCC(F)(F)C(F)F)Nc1ccc(Cl)cc1Cl	4	x
12	Cc1ccc(/C(C#N)=C\c2cn(C)c3ccccc23)cc1	-9	52
13	CSc1ccc(S(=O)(=O)N(CC(=O)Nc2ccccc2Br)c2ccc(C)cc2)cc1	-8	x
14	Cc1ccccc1NC(=O)CCC(=O)N/N=C/c1cccs1	-3	x
15	CCOC(=O)Nc1ccc(C(=O)NCC2CCCO2)cc1 (centres undefined)	-2	119
16	CCC(=O)Nc1ccc(NC(=O)COc2ccc(I)cc2)cc1	0	x
17	COc1ccc(CNC(=O)c2nnn(Cc3ccc(OC)cc3)c2N)cc1	8	106
18	CCOC(=O)C(=CNC(CO)C(=O)O)C(=O)OCC (centres undefined)	8	x
19	CCOC(=O)Cn1nc(C(F)(F)F)c(Cl)c1C	-1	x
20	O=c1nc2s/c(=C\c3ccco3)c(=O)n2nc1Cc1ccccc1	-7	84
21	O=C(Nc1c(F)c(F)c(F)c(F)c1F)c1cccs1	7	x
22	O=S(=O)(N/N=C/c1cccnc1)c1ccc(Br)cc1	8	x
23	CCc1cc(=O)oc2c(C)c(O)c(CN(C)C)cc12	0	372
24	Cc1ccc(-c2csc(NC(=O)c3ccc([N+](=O)[O-])cc3Cl)n2)c(C)c1	-3	x
25	CCN(CC)S(=O)(=O)c1cccc(-c2nnc(SCCOc3ccccc3)o2)c1	-8	x
26	O=C1OCC(c2ccccc2)=C1c1ccc(S(=O)(=O)N2CCOCC2)s1	11	x
27	N#Cc1nc(-c2ccco2)oc1NCCCN1CCOCC1	10	x
28	Cc1ccc(O)c(NC(=O)c2ccc(N3C(=O)c4ccc([N+](=O)[O-])cc4C3=O)cc2)c1	7	x
29	CC(=O)C(C1=NC(C)(C)Cc2cc(C)c(C)cc21)c1ccccc1 (centres undefined)	-6	x
30	CCCOc1ccc(/C=C2\SC(=S)N(NC(=O)c3ccccc3Cl)C2=O)cc1OC	-12	x
31	CC1(C)CC(=O)C2=C(C1)OC(N)=C(C#N)C2c1cccc(OC(=O)c2ccco2)c1 (centres undefined)	1	116
32	N/C(=N\OC(=O)c1ccccc1F)c1ccccc1	4	x
33	COCCNC(=O)c1cnn2c1NC(c1ccc(Br)cc1)CC2C(F)(F)F (centres undefined)	x	101
34	CCn1cc(C(=O)NC2CCCCCC2)c2cc(OC)c(OC)cc2c1=O	4	x
35	O=C(CSc1nnc2ccccn12)NC(=O)NC1CCCC1	10	87
36	Cc1ccc2nc(NC(=O)c3ccc(C)c([N+](=O)[O-])c3)sc2c1	x	72
37	CC(=O)C(C(C)=O)C(c1ccc(C)o1)c1ccc(C)o1	3	x
38	CC1CCCN(c2nc3ccccc3nc2C(C#N)C(=O)OC2CCCCC2)C1 (centres undefined)	5	x
39	Cc1cc(C)c(OCCCN2CCOCC2)c(C)c1	-8	x
40	CCN(CC)C(=O)C1CCCN(Cc2ccccc2F)C1 (centres undefined)	8	95
41	CCCOC(=O)C1=C(C)NC2(O)c3ccccc3C(=O)C12O (centres undefined)	8	337
42	Cc1nc(N)nc(C)c1Cc1ccccc1	3	103
43	Cc1ccc(N(CC(=O)N2CCN(C3CCCCC3)CC2)S(=O)(=O)c2cccnc2)cc1	12	109
44	Cc1ccc2nsnc2c1NC(=O)c1ccc(OCc2ccccc2)cc1	3	x
45	Oc1ccccc1C1Nc2cccc3cccc(c23)N1	5	x
46	Cc1cc(C)c(C)c(C(=O)c2ccc(Cl)cc2)c1C	x	109
47	Cc1ccc(S(=O)(=O)NCCC(=O)Oc2cc3oc(=O)cc(CCl)c3cc2Cl)cc1	x	i
48	CN=C(NOCc1ccccc1)c1nonc1N	-2	x
49	COc1ccc(-c2csc(NCc3ccco3)n2)cc1C	7	69
50	CN(C)c1ccc(-c2nnn(CC(=O)N3c4ccccc4CCc4ccccc43)n2)cc1	8	78
51	N#Cc1ccc(NC(=O)c2ccccc2)cc1	4	x
52	COc1ccc(-n2c(=S)[nH]c3sc4c(c3c2=O)CCC(C(C)(C)C)C4)cc1 (centres undefined)	-18	x
53	COCc1cc(=O)n2[nH]c(-c3ccc(C)cc3)cc2n1	-18	x
54	COc1ccc(/C=C/C(=O)NCCSCc2ccccc2)cc1OC	-3	x
55	O=C(COc1ccc(-n2cnnn2)cc1)NC(=O)NCc1ccccc1	8	94
56	COc1ccc(N2CCN(C(c3cccs3)C(C)NS(=O)(=O)c3ccccc3)CC2)cc1 (centres undefined)	-2	56
57	Cc1ccc(C)c(OCC(=O)Nc2ccc3c(c2)OCO3)c1	-2	111
58	CCOC(=O)c1ccccc1NC(=O)CSc1nnc(COc2ccccc2C)n1C	8	101
59	COCCOC(=O)C1=C(C)N=C2SCCC(=O)N2C1c1cc(Br)ccc1OC (centres undefined)	10	94
60	O=C1CN(S(=O)(=O)c2ccc3c(c2)C(=O)c2ccccc2-3)CC(=O)N1	-7	x

Additional entries follow:
nr	Molecule	HePTP inh	BAP1 block
61	CC1(C)NC(=O)N(CC(O)COc2cc3ccccc3cc2C(=O)N2CCCCC2)C1=O (centres undefined)	6	136
62	CCOC(=O)c1ccccc1NC(=O)COC(=O)c1ccc(C)c(S(=O)(=O)N2CCOCC2)c1	-5	x
63	Cc1ccc2[nH]c(=O)c(CN(Cc3ccco3)C(=O)c3cccs3)cc2c1	-2	75
64	O=C(CCSc1ccccc1)NCCSc1ccccn1	2	88
65	CC(C)(CN1CCOCC1)NS(=O)(=O)c1ccccc1	-1	x
66	CCOc1ncccc1C(=O)NCC1COc2ccccc2O1 (centres undefined)	8	84
67	CCc1c(C)c2cc(Cl)c(O)c(CN(C)C)c2oc1=O	2	i
68	COC(=O)C(NC(=O)c1ccco1)(Nc1nc(C)cs1)C(F)(F)F (centres undefined)	7	86
69	COC(=O)c1ccccc1NC(=O)N1CSC[C@H]1C(=O)OC	-4	91
70	Cc1nc2sc(C(c3cccs3)N3CCC4(CC3)OCCO4)c(O)n2n1 (centres undefined)	x	99
71	CC(C)CCNC(=O)c1ccc2c(c1)N(Cc1ccccc1)C(=O)CS2=O (centres undefined)	-11	103
72	O=C(Nc1ccc(F)cc1F)N1CCCc2ccccc21	2	x
73	Nc1ccc(C(c2ccccc2)c2ccc(N)c(Cl)c2)cc1Cl	4	x
74	CCOc1ccccc1NC(=O)CCS(=O)(=O)c1cccc2nonc12	-3	x
75	Cc1cc2ncn(CC(=O)N3CCOCC3)c2cc1C	5	x

Next section:
No.	Molecule	HePTP inh	BAP1 block
76	Cc1nn(C(=O)c2ccccc2)c(C)c1Cl	9	x
77	CN(c1nc2c(c(=O)n(C)c(=O)n2C)n1CC(=O)c1ccccc1)C1CCCCC1	-1	95
78	Cc1ccccc1C(=O)Nc1sc2c(c1C(=O)NCc1ccco1)CCC2	-1	x
79	CN(C(=O)c1ccccn1)c1nnc(-c2cccnc2)s1	3	108
80	CC(C)(C)n1nnnc1C(c1cccnc1)N1CCN(C2CCCCC2)CC1 (centres undefined)	-7	112
81	CC(=O)c1ccc(N2CCN(C(=O)c3cc([N+](=O)[O-])ccc3F)CC2)c(F)c1	x	85
82	CCCCN1C(=O)C2C(c3ccc(OC)cc3O)NC(CC(C)C)(C(=O)O)C2C1=O (centres undefined)	-2	102
83	O=C(CN1C(=O)CCC1=O)Nc1cccc2ccccc12	-23	x
84	Cc1cc(-c2nnco2)c(C)n1-c1ccc(F)cc1	-6	x
85	Cc1ccc(OCC(=O)NNC(=O)c2ccc(Cl)cc2Cl)c(C)c1	-21	x
86	O=C(CCn1nc(-c2ccccc2)ccc1=O)N1CCN(c2ccccn2)CC1	-2	104
87	O=C1NC(=O)N(c2ccc(Cl)cc2)C(=O)/C1=C/c1cccc(F)c1	-7	x
88	O=C(NCCCNc1ccc([N+](=O)[O-])cc1Cl)c1cccc(Br)c1	5	x
89	Cc1cc(/C=C2\C(=O)NC(=S)N(c3ccccc3)C2=O)c(C)n1-c1ccc([N+](=O)[O-])cc1	1	x
90	COCc1nnc(NC(=O)CS(=O)(=O)Cc2ccccc2)s1	2	106
91	COc1ccc(N2CCN(C3CC(=O)N(Cc4ccc(N5CCCC5=O)cc4)C3=O)CC2)cc1 (centres undefined)	14	x
92	CSc1ccccc1NC(=O)c1ccccc1N(C)S(C)(=O)=O	8	71
93	Cn1c(SCC(=O)N2CCc3ccccc32)nc2cccnc21	-2	93
94	CC(C)Oc1ccc(C2C(C(=O)c3ccco3)=C(O)C(=O)N2Cc2cccnc2)cc1 (centres undefined)	7	73
95	CCN1C(=O)CC(c2ccco2)Sc2ccccc21 (centres undefined)	9	100
96	Cc1nc2ccc(C(=O)c3ccccc3)cc2[nH]1	13	95
97	Cc1cc(NC(=O)c2c(-c3c(Cl)cccc3Cl)noc2C)ccc1Br	-13	x
98	CC1CCN(C(=O)c2cc(-c3ccccc3O)on2)CC1	-5	85
99	Cc1nc(NC(=O)c2ccccc2Br)sc1C	-1	x
100	COc1cccc(C(=O)Nc2ccc(Cl)cn2)c1	x	316
101	C=CCSc1nnc2nc(C)cc(C)n12	-2	x
102	COc1cccc(OC)c1OCC(C)CNCC1CCCO1 (centres undefined)	-8	128
103	CCOC(=O)c1[nH]c2ccc(C)cc2c1NC(=O)CN1CCCCC1	11	72

Among those listed so far, 14 contain a Cl atom.
No.	Molecule	HePTP inh	BAP1 block
11	O=C(CCC(=O)OCC(F)(F)C(F)F)Nc1ccc(Cl)cc1Cl	4	x
19	CCOC(=O)Cn1nc(C(F)(F)F)c(Cl)c1C	-1	x
24	Cc1ccc(-c2csc(NC(=O)c3ccc([N+](=O)[O-])cc3Cl)n2)c(C)c1	-3	x
30	CCCOc1ccc(/C=C2\SC(=S)N(NC(=O)c3ccccc3Cl)C2=O)cc1OC	-12	x
46	Cc1cc(C)c(C)c(C(=O)c2ccc(Cl)cc2)c1C	x	109
47	Cc1ccc(S(=O)(=O)NCCC(=O)Oc2cc3oc(=O)cc(CCl)c3cc2Cl)cc1	x	i
67	CCc1c(C)c2cc(Cl)c(O)c(CN(C)C)c2oc1=O	2	i
73	Nc1ccc(C(c2ccccc2)c2ccc(N)c(Cl)c2)cc1Cl	4	x
76	Cc1nn(C(=O)c2ccccc2)c(C)c1Cl	9	x
85	Cc1ccc(OCC(=O)NNC(=O)c2ccc(Cl)cc2Cl)c(C)c1	-21	x
87	O=C1NC(=O)N(c2ccc(Cl)cc2)C(=O)/C1=C/c1cccc(F)c1	-7	x
88	O=C(NCCCNc1ccc([N+](=O)[O-])cc1Cl)c1cccc(Br)c1	5	x
97	Cc1cc(NC(=O)c2c(-c3c(Cl)cccc3Cl)noc2C)ccc1Br	-13	x
100	COc1cccc(C(=O)Nc2ccc(Cl)cn2)c1	x	316
